STK33 kinase inh: human STK33 kinase inhibition; Q9BYT3; purified STK33, MBP phosphorylation, ADP-Glo luminescence; inhibition, % at 10 µM; 320,000 tested, 0.073% active; AID 2661;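 active means inhibition at or above 25%, using the most active replicate where run in duplicate; inactive means inhibition below 25%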
Target sequence (Q9BYT3 whole entry, looked up): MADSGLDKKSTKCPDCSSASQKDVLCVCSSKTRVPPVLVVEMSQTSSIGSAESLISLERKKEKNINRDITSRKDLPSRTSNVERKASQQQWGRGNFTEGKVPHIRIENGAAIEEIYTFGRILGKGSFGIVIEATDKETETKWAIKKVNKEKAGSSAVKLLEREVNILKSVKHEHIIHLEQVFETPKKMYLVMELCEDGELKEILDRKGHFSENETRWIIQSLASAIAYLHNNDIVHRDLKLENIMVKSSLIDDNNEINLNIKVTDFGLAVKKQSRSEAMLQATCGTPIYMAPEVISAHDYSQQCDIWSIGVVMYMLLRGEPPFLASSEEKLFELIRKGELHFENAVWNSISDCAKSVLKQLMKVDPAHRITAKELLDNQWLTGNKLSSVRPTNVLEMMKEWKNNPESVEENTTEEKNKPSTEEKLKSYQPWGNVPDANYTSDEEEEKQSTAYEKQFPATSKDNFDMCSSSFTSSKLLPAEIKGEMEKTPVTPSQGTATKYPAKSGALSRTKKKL
Kir21 inh: blocks the mouse Kir2.1 inward-rectifier potassium channel | HEK293-Kir2.1, FluxOR thallium flux fluorescence; hits give low values | B-score at 10 µM | P35561 | 310,000 tested, 0.85% active;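 active means fluorescence ratio B-score at or below minus 3 SD of library scores, with starting-brightness B-score within 2 SD, cut at about -4.2 in these data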;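 further: channel flux triggered by added potassium and thallium sulfate stimulus; B-score of peak minus minimum fluorescence over baseline after thallium stimulus; more negative B-score means stronger Kir2.1 block with less thallium influx; some compounds called inactive have numbers as strong as hits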
Target sequence (P35561 whole entry, looked up): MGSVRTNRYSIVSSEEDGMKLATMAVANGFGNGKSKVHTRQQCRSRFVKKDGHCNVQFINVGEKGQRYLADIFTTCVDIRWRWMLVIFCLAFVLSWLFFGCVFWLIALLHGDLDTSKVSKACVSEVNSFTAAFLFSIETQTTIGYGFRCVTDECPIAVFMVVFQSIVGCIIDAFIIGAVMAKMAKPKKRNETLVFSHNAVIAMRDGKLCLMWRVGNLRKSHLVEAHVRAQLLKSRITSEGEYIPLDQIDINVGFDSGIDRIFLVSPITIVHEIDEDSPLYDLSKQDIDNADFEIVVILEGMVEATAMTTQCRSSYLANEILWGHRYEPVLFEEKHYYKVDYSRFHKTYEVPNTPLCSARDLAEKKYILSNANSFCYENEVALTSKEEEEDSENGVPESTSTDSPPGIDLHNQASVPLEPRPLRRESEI
KCNQ2 inh: KCNQ2 potassium channel inhibitors, primary screen, cell-based, CHO-K1, FluxOR thallium flux, B-score (AID 2156) | 310,000 tested, 1.1% active | B-score at 10 µM | O88943 | 20 min; hits give low values;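 active means fluorescence ratio B-score at most minus 3 library SDs, with starting brightness B-score within 2 library SDs, cut at about -5.5 in these data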
An asterisk follows results filed as active; i = inactive; . = not tested or not shown. An unsorted share of the library. Share with any hit: about 1.9%.

STK33 kinase inh,Kir21 inh,KCNQ2 inh,canonical_smiles
-0.2,0.62,i,COc1ccc2nc(N/C(=N/S(=O)(=O)c3cccs3)c3ccccc3Cl)sc2c1
-0.7,0.43,i,COc1cc2c(cc1OC)C(c1cc3cc4c(cc3[nH]c1=O)OCO4)N(C(=O)C1CC1)CC2 (stereo not given)
0.5,0.05,i,CCOc1ccc(N(C(=O)c2ccc(S(=O)(=O)N3CCCC3)cc2)C2C=CS(=O)(=O)C2)cc1 (stereo not given)
1.0,0.92,i,COc1ccc2nc(-c3ccc(Cl)cc3)cc(C(=O)O)c2c1
-3.5,-0.6,i,COc1cc(S(=O)(=O)n2nnc3ccccc32)c(OC)cc1Cl
3.0,-0.62,i,O=C(/C=C/Nc1ccccc1)C(F)(F)F
-0.3,0.31,i,CC(C)Oc1ccc(CNC(=O)c2ccc3nc(N4CCOCC4)sc3c2)cc1
-1.4,2.5,i,Cc1ccc(NC(=O)Nc2ccc3c(c2)OCO3)c(Br)c1
-2.0,-2.44,i,O=c1c2ccccc2ncn1Cc1ccc(Cl)cc1
-1.4,-0.5,i,CC(C)(C)NC(=O)C(c1ccco1)N(C(=O)c1ccc(CN2CCOCC2)o1)c1ccccc1 (stereo not given)
-1.2,1.94,i,Cc1scc(C(=O)N/N=C/c2ccc(OCC(C)C)cc2)c1C
-0.8,0.21,i,CCO[C@@H]1OC(C(=O)N2CCN(Cc3ccccc3)CC2)=C[C@H](c2ccc(C(F)(F)F)cc2)[C@H]1CCCO
-0.3,0.29,i,CCCCCn1c2c(c(=N)c3ccccc31)CCC2
-0.4,0.67,i,COc1ccc(C(=O)NCC(c2ccco2)N2CCc3ccccc3C2)cc1 (stereo not given)
.,-4.42,i,O=C(CN1CCN(CC(=O)Nc2ccccc2F)CC1)Nc1cccc(F)c1
-0.5,-0.66,i,CCOC(=O)c1c(C)n(C)c2ccc(OC)c(NS(=O)(=O)c3ccc(Cl)s3)c12
0.0,0,i,CCOc1ccc(N2C(=O)/C(=C\c3ccc(O)c(OC)c3)S(=O)(=O)C2c2cccc([N+](=O)[O-])c2)cc1 (stereo not given)
-3.2,-1.07,i,Cc1ccccc1Cn1c(NC2CCCC2)nc2c1c(=O)[nH]c(=O)n2C
-3.6,-2.79,i,S=c1[nH]nc(C2CCCCC2)n1/N=C/C(Cl)=C\c1ccccc1
.,0.86,i,Cc1nn(-c2ccccc2)c(N)c1C(c1ccc(C(C)C)cc1)c1c(C)nn(-c2ccccc2)c1N
-0.7,-1.1,i,CCn1c2ccccc2c2cc(N=C3SC(CC(=O)Nc4ccccc4)C(=O)N3C)ccc21 (stereo not given)
.,-1.08,i,Clc1nssc1=Nc1ccc(Br)cc1
0.2,1.71,i,COc1ccc(NC(=O)CC2C(=O)N(c3ccc(Cl)cc3)C(=S)N2CCc2ccccn2)cc1 (stereo not given)
-1.3,-1.78,i,COc1c(C)cccc1C(=O)Nc1ccc(CN2CCCCC2)cc1
-0.7,2.07,i,COc1ccc(O)c(/C=N/NC(=O)c2cc(=O)[nH]c3ccccc23)c1
-0.6,-1.9,i,Cc1cc(C(=O)Nc2ccc(C#N)cc2)on1
0.3,0.5,i,Cn1c2ccccc2c2c(C(=O)O)cn(C3CCCC3)c(=O)c21
-1.6,0.01,i,COc1ccc(C(=O)N2CCN(c3ccccc3OC)CC2)cc1
-2.4,-0.06,i,Cc1c(C(Nc2ccccn2)c2ccccc2)c(=O)n(-c2ccccc2)n1C (stereo not given)
-0.1,0.04,i,CCOc1ccc(NC(=O)CN(C)C(=O)c2c(C)nn(-c3ccccc3)c2Cl)cc1OCC
-0.4,1.95,i,COc1ccc(Br)cc1CNCC1CCCO1 (stereo not given)
-1.9,1.25,i,CCOc1ccc(C(=S)N2CCN(C)CC2)cc1
-1.3,-0.74,i,O=C(NCc1cccnc1)c1ccc(Br)s1
-0.6,0.64,i,OC(COCC(F)(F)C(F)(F)C(F)(F)C(F)F)Cn1c2ccc(Cl)cc2c2cc(Cl)ccc21 (stereo not given)
-1.3,1.03,i,COc1ccc(N(CC(=O)NC2CCCC2)C(=O)Cn2nnc(-c3ccc(C)cc3)n2)cc1
-1.3,-0.39,i,CC(=O)c1ccc(Oc2ncnc3sccc23)cc1
0.8,-2.07,i,CCOc1ccccc1N(C(=O)c1snc(C(N)=O)c1N)C(C(=O)NC1CCCC1)c1ccco1 (stereo not given)
-1.5,-0.08,i,Cc1ccccc1NC(=O)c1ccc2c(c1)C(=O)N(CC(C)C)C2=O
-0.7,-0.57,i,O=C(COC(=O)C1CCC1)NCc1ccc(Cl)cc1Cl
0.3,1.4,i,CN(C)CCN1C(=O)C(=O)/C(=C(/O)c2ccc3c(c2)OCCO3)C1c1ccccn1 (stereo not given)
-0.8,-1.83,i,OCCC1CN(Cc2nc(-c3ccc(F)cc3)cs2)CCN1CCc1ccccc1 (stereo not given)
1.8,-1.09,i,COc1ccc(N(CC(=O)NCCSc2ccccn2)S(=O)(=O)c2ccccc2)c(OC)c1
15.9,-1.43,i,Nc1ncc(-c2ccccc2)c(-c2ccc(O)cc2O)n1
-2.3,-1.09,i,CCCCNC(=O)C1COc2ccccc2O1 (stereo not given)
4.2,1.2,i,CC(C)(C)C(=O)N1CCN(c2ncnc3scc(-c4ccccc4)c23)CC1
-1.3,-0.09,i,N#Cc1ccc(CSCC(=O)O)cc1
-0.9,-0.3,i,CCOC(=O)CC1C(=O)NCCN1C1CCCC1 (stereo not given)
-0.2,-0.01,i,CN(Cc1ccc(F)cc1)C(=O)c1cccc(S(=O)(=O)N2CCN(Cc3ccccc3)CC2)c1
-1.3,3.17,i,CC(c1ccccc1)N1CC(C(=O)NC2CCCC2)CC1=O (stereo not given)
-5.6,0.69,i,COc1cc2nc(SCC(N)=O)n(CCC3=CCCCC3)c(=O)c2cc1OC

Three compounds from above, showing only KCNQ2 inh:
| smiles | KCNQ2 inh |
| --- | --- |
| Clc1nssc1=Nc1ccc(Br)cc1 | i |
| COc1ccc(NC(=O)CC2C(=O)N(c3ccc(Cl)cc3)C(=S)N2CCc2ccccn2)cc1 (stereo not given) | i |
| COc1c(C)cccc1C(=O)Nc1ccc(CN2CCCCC2)cc1 | i |

Other records follow.
STK33 kinase inh,Kir21 inh,KCNQ2 inh,canonical_smiles
-0.5,1.31,i,COc1ccc(-c2csc(NC(=O)c3ccccc3F)c2C(=O)O)cc1
0.0,-0.16,i,O=C(Nc1ccc(Br)cc1)c1ccc(F)c(S(=O)(=O)NCc2cccs2)c1
-0.8,1.13,i,COC(=O)c1ccc(CNC(=O)Cn2cnnn2)cc1
0.0,-2.5,i,Cc1ccnc(SCc2ccc([N+](=O)[O-])cc2)n1
-1.1,-0.03,i,CN1C(=O)Cc2cc(S(=O)(=O)N3CCN(c4ccc(Cl)cc4)CC3)ccc21
0.6,-0.57,i,Cc1ccc(/C=c2\sc3nc(-c4ccco4)nn3c2=O)o1
-1.4,-0.41,i,Cc1ccc(C)c(OCC(=O)NNC(=O)C2CC2)c1
-0.4,0.32,i,C/C(=N\NC(=O)c1ccoc1C)c1ccc(Br)s1
.,-0.37,i,NC(=O)C1CCN(Cc2cccc(OCc3ccccc3)c2)CC1
0.3,0.37,i,CC(Sc1nnc(C(F)(F)F)n1C)C(=O)Nc1ccc(S(N)(=O)=O)cc1 (stereo not given)
1.3,-0.28,i,Cc1ccc(NC(=O)N2CCc3ccccc32)cc1C
0.0,-0.02,i,CCC(C)[C@H](N)c1nnc(SCC(=O)c2ccc(Cl)cc2)o1 (stereo not given in full)
-0.1,-1.54,i,Cc1cc(C)c(N=C2C(=O)Nc3ccccc32)c(C)c1
1.1,-0.06,i,OCC(O)/C=N/Nc1nc2ccccc2s1 (stereo not given)
5.7,1.16,i,COc1ccc(N2C(=O)CSC23C(=O)Nc2ccccc23)cc1OC (stereo not given)
-0.1,3.76,i,COc1ccc(N(C(=O)c2ccco2)C(C(=O)NC2CCCC2)c2ccc(N(C)C)cc2)cc1OC (stereo not given)
0.9,-0.33,i,CSc1ccc(CNc2ccc(C)c(C)c2)cc1
-0.5,-0.28,i,Cc1ccc(C)c(N(C(=O)c2csnn2)C(C(=O)NC2CCCC2)c2cccnc2)c1 (stereo not given)
-1.6,-0.79,i,CN=c1scc(-c2ccc(Br)cc2)n1C
14.2,-0.66,i,CC(C)c1cc(=O)n2c(nc3ccccc32)[nH]1
0.6,0.69,i,NC(=O)C1c2ccccc2CSc2ccccc21 (stereo not given)
0.1,0.26,i,Cc1c(C(=O)O)cccc1-c1ccc(C=O)o1
0.2,1.94,i,COC(=O)C1=NNC2C(=O)N(c3ccc(C)cc3)C(=O)C12 (stereo not given)
-0.7,1.16,i,O=C(CCSCCC(=O)NCc1ccccc1)NCc1ccccc1
-1.8,0.48,i,O=C(CN1CCN(c2ccccn2)CC1)Nc1ccccc1

As a short view, 5 of the compounds above.
STK33 kinase inh,Kir21 inh,KCNQ2 inh,canonical_smiles
0.6,0.69,i,NC(=O)C1c2ccccc2CSc2ccccc21 (stereo not given)
0.1,0.26,i,Cc1c(C(=O)O)cccc1-c1ccc(C=O)o1
0.2,1.94,i,COC(=O)C1=NNC2C(=O)N(c3ccc(C)cc3)C(=O)C12 (stereo not given)
-0.7,1.16,i,O=C(CCSCCC(=O)NCc1ccccc1)NCc1ccccc1
-1.8,0.48,i,O=C(CN1CCN(c2ccccn2)CC1)Nc1ccccc1

More entries
STK33 kinase inh,Kir21 inh,KCNQ2 inh,canonical_smiles
-0.1,1.1,i,CSc1ccccc1NC(=O)c1cc(-c2cccs2)on1
-0.1,0.63,i,Cc1noc(C)c1S(=O)(=O)N1CCC(C(=O)NCCN2CCC(C)CC2)CC1
-0.8,0.57,i,COCc1cc(C)c2c(N)c(C#N)sc2n1
-2.2,-1.83,i,Cc1ccc(OCCOCCN2CCN(C)CC2)c(C(C)(C)C)c1
-1.6,-0.17,i,CCOc1ncccc1C(=O)N(C)CC(=O)Nc1ccc(F)cc1
13.5,-0.48,i,O=[N+]([O-])c1cc(/C=N/O)ccc1N1CCCC1
0.2,0.09,i,O=C(NCc1n[nH]c(=S)n1-c1ccc([N+](=O)[O-])cc1)c1ccc(S(=O)(=O)N2CCOCC2)cc1
-0.7,-0.06,i,CCOC(=O)C1CCN(C(=O)CC(NS(=O)(=O)c2ccc(OC)cc2)C(C)C)CC1 (stereo not given)
-2.5,1.14,i,O=C(NNC(=O)c1cc2ccccc2o1)c1ccc(Cl)cc1
-1.2,0.97,i,FC(F)(F)c1ccc(Oc2ccc3cc(Br)ccc3c2)nc1
-18.7,1.24,i,O=C(c1ccc(Br)cc1)N1CCN(c2ncccn2)CC1
0.4,0.35,i,COc1ccc(C(=O)NC2CCN(C(=O)NC3CCCCC3)CC2)cc1
-1.1,-0.03,i,O=C(NCc1nc2ccccc2[nH]1)C1=C[C@H](c2ccc3c(c2)OCO3)C[C@H](OCCCCO)O1
-0.7,1.19,i,CCCCC(C(=O)NC1CCCC1)N(Cc1ccccc1)C(=O)c1snc(C(N)=O)c1N (stereo not given)
-1.8,-0.12,i,Cc1ccc(OCC(O)CN2C(=O)NC(C)(C)C2=O)c(C)c1 (stereo not given)
-0.4,1.78,i,Cc1ccc(NC(=O)CCc2nnc3ccc(NCc4ccco4)nn23)cc1
-1.0,2.4,i,COc1cccc(NC(=S)N(CCc2ccc(OC)c(OC)c2)Cc2ccccn2)c1
-1.3,-1.44,i,S=C(c1ccc2c(c1)OCO2)N1CCCCCC1
-1.2,1.09,i,COc1ccc(C(=O)N2CCCCC2)cc1S(=O)(=O)Nc1ccccc1
-0.1,0.42,i,COc1ccc(N=Cc2cccc(C)c2O)cc1Cl
1.2,-1.53,i,COc1ccc(OC)c2[nH]c(=O)c(CCNC(=O)c3cccs3)cc12
6.0,-0.62,i,CCOC(=O)c1ccc(N2C(=O)C3C(/C=C/c4ccccc4)OC4(C(=O)c5ccccc5C4=O)C3C2=O)cc1 (stereo not given)
-0.6,-1.61,i,CCOC(=O)c1ccc(NC(=O)CSc2nc3sc(C(=O)O)c(C)c3c(=O)[nH]2)cc1
-0.8,0.03,i,CCN(CC)S(=O)(=O)c1ccc(OC)c(NC(=O)CSc2cc(Cl)ccc2Cl)c1
1.6,1.27,i,O=c1[nH]c2ccccc2nc1/C=C/c1ccccc1
-0.8,-1.42,i,CC1(CC(=O)N/N=C/c2ccc(OCc3ccc(Cl)cc3Cl)cc2)OCCCO1
0.2,0.01,i,CCCN(CCC)Cc1c(C(=O)N/N=C/c2ccncc2)nnn1-c1nonc1N
-1.7,1.26,i,COc1ccc(CCNC(=O)C2CC(=O)N(c3ccc(C)cc3)C2)cc1 (stereo not given)
-1.7,0.72,i,CC(C)Oc1cccc(C(=O)NC(=S)Nc2cccc(C(F)(F)F)c2)c1
-0.2,-0.14,i,O=C(CSc1ncn[nH]1)N1CCOCC1

Source: PubChem BioAssay
